Bioassay records (PubChem BioAssay)
TAAR1 antagonist – human TAAR1 antagonists, primary screen, Fluo-8 calcium fluorescence, CHO RD-HGA16 cells; Trace amine-associated receptor 1 (Homo sapiens), Q96RJ0; antagonist; inhibition, % at 3 µM; 360,000 tested, 1.5% active; AID 624466, 2012;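 active means inhibition above a per-plate cutoff, the mean inhibition of test compounds on that plate plus 3 SD, cut at about 49% in these data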;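 further: 0% = DMSO plus EC80 beta-PEA response and 100% = DMSO alone without agonist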
Target sequence (Q96RJ0 whole entry, looked up): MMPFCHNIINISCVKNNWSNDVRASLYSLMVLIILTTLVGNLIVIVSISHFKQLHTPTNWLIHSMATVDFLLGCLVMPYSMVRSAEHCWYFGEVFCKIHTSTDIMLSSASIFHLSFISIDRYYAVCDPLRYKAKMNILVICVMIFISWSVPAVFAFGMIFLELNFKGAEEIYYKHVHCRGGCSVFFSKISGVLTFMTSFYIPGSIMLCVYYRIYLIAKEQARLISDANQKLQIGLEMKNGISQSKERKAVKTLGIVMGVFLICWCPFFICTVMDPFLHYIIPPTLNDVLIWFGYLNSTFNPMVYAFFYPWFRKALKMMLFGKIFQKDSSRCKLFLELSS
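Test system: CHO RD-HGA16 cells bearing hTAAR1 | Reagent: β-PEA, EC80 | Compound dosing: 3 µM, single point | Schedule: Dye loading 75 min at 37 °C, then 30 min room temperature | Signal: Calcium fluorescence with Fluo-8 | Evaluation: Percent inhibition of PEA-evoked calcium signal, max/basal emission ratio | Control set: DMSO-only wells and EC80 β-PEA-stimulated wells | Repeats: Singlicate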
M1 antag – human M1 muscarinic receptor antagonists, primary screen, CHO-K1 cells, Fluo-8 calcium fluorescence, 1536-well; CHO-K1 hM1, ACh EC80 antagonist; inhibition, % at 3 µM; 360,000 tested, 1.3% active;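 active means percent inhibition above its own plate's cutoff, namely the mean of that plate's compound wells plus 3 SD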;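 further: peak over basal fluorescence ratio during 140 s after agonist addition; 0% = ACh EC80 plus DMSO and 100% = DMSO alone without agonist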
M1 PAM – human M1 muscarinic receptor positive allosteric modulators, primary screen, CHO-K1 cells, Fluo-8 calcium fluorescence, 1536-well; 360,000 tested, 0.088% active; activation, % at 3 µM; CHO-K1 hM1, ACh EC20; 0% = ACh EC20, 100% = maximal ACh; in the data active means activation above about 19%, passing the limit was not always enough
CHO parental Ca – ATP-evoked calcium signal inhibitors, parental CHO, primary screen, counter-screen for OX1R antagonist project, cell-based, fluorescence, Fluo-8 calcium dye. parental CHO-K1, ATP-induced calcium, Fluo-8 fluorescence. inhibition, % at 5.6 µM. 330,000 tested, 0.63% active. AID 463079, 2010;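 active means inhibition above that plate's mean sample inhibition plus 3 SD, cut at about 26% in these data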;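 further: 0% = ATP-challenged DMSO wells and 100% = DMSO wells without ATP; some compounds past the cut are filed as inactive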
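Material – parental CHO cells · Reagent – ATP stimulus · Compound – single nominal dose of 5.6 µM per compound · Detection – Fluo-8 fluorescence · Read-out basis – percent inhibition of calcium signal · Controls – ATP-challenged DMSO wells low, unchallenged DMSO wells high · Repeats – no replicates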
V1R ag counter – agonists of human V1a receptor, primary screen, counter-screen for OXTR agonist project, fluorescence, CHO-V1R cells; Vasopressin V1a receptor (Homo sapiens), P37288; 320,000 tested, 0.25% active; activation, % at 3 µM; AID 2797, 2010; Fluo-8 calcium fluorescence, agonist mode; 0% DMSO, 100% 3 nM vasopressin;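 active means activation above the mean activation of all tested compounds plus 3 SD, per screening run, cut at about 20% in these data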;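 further: signal is peak over basal fluorescence ratio across a 100 second FLIPR read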
OXTR ag – human OXTR agonists, primary screen, fluorescence, CHO-OTR cells, Fluo-8 calcium; Oxytocin receptor (Homo sapiens), P30559; Fluo-8 calcium fluorescence; normalized: DMSO 0%, oxytocin 100%; activation, % at 3 µM; 320,000 tested, 0.32% active; AID 2435, 2010;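 active means activation above the mean of all tested compounds plus 3 SD, cutoff set per screening run, cut at about 20% in these data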;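 further: peak over basal fluorescence ratio from a 100 s FLIPR kinetic read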
Target sequence (P30559 whole entry, looked up): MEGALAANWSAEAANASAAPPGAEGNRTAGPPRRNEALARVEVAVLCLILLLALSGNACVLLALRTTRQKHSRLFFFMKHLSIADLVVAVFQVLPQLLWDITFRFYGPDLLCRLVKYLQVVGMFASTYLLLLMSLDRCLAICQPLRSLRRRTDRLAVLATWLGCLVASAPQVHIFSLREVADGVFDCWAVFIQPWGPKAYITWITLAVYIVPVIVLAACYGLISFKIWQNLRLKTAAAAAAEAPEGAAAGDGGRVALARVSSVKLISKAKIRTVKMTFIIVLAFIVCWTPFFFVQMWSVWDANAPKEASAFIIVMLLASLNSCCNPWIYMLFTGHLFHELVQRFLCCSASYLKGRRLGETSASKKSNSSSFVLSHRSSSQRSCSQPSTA
CHRM1 agonist – human M1 muscarinic receptor agonists, primary screen, Fluo-8 calcium fluorescence, CHO-K1 cells, HTS; Muscarinic acetylcholine receptor M1 (Homo sapiens), P11229; CHO-K1 hM1, agonist mode; 0% DMSO, 100% acetylcholine EC100; activation, % at 3 µM; 360,000 tested, 0.33% active;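 active means activation above the run's mean compound activation plus 3 SD, cut at about 16% in these data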;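 further: peak over basal fluorescence ratio within a 140 s kinetic read after compound addition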
OXTR potentiate – human OXTR potentiators, primary screen, fluorescence, CHO-OTR cells, Fluo-8 calcium; Oxytocin receptor (Homo sapiens), P30559; Fluo-8 calcium fluorescence, potentiator mode; 0% = oxytocin EC15, 100% = EC100; activation, % at 3 µM; 320,000 tested, 0.061% active; AID 2445, 2010;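 active means activation above that plate's cutoff, the mean activation of tested compounds plus 3 SD, cut at about 6.6% in these data, passing the limit was not always enough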;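 further: 100% uses oxytocin at 75 nM as the full agonist control; some results filed as inactive read as strong as hits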
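assay system = CHO-OTR cells, human receptor | schedule = compound 6 min at room temperature before oxytocin, 100 s read | detection = Fluo-8 intracellular calcium fluorescence, ex 470-495, em 515-575 nm | evaluation = normalized max/min fluorescence ratio, % activation | control set = EC15 oxytocin alone as 0%, 75 nM oxytocin (EC100) as 100%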
TAAR1 agonist – human TAAR1 agonists, primary screen, Fluo-8 calcium fluorescence, CHO RD-HGA16 cells; activation, % at 3 µM; AID 624467, 2012; vehicle wells 0%, saturating PEA agonist 100%; Trace amine-associated receptor 1 (Homo sapiens), Q96RJ0; 360,000 tested, 0.99% active;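 active means activation above the mean activation of all test compounds in the run plus 3 SD, cut at about 38% in these data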
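System: CHO RD-HGA16 cells carrying human TAAR1 plus Gα16; Incubation: 17-24 h seeding, 75 min 37 °C dye, 30 min RT; Measured by: Fluo-8 fluorescence, 5 s baseline then 140 s kinetic read; Control set: DMSO and PEA EC100; Replication: single well for each compound.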
Numbers without * were called inactive; . = not tested or not shown.

SMILES | TAAR1 antagonist | M1 antag | M1 PAM | CHO parental Ca | V1R ag counter | OXTR ag | CHRM1 agonist | OXTR potentiate | TAAR1 agonist
CC(C)n1nc(C(=O)OCC(=O)c2c[nH]c3ccccc23)c2ccccc2c1=O | 33 | -1 | 7 | -21 | 0.7 | 0.5 | 6 | -7 | 8
COc1ccc(NC(=O)CN(C)S(=O)(=O)c2cnc[nH]2)cc1Cl | -8 | 17 | -4 | -7 | 0.8 | 0.5 | 0 | -5 | 5
COc1ccc(/C=C2/C(=O)OCc3cc(OC)c(OC)cc32)c(OC)c1 | 14 | -4 | 4 | -5 | -0.3 | -0.6 | -6 | -6 | -1
COc1cccc(CNC(=O)C2CCN(S(=O)(=O)c3cccc4cccnc34)CC2)c1 | -9 | -5 | -1 | -13 | -0.3 | -0.8 | -2 | -3 | 3
O=C(NC(=S)N1CCN(c2ccc([N+](=O)[O-])cc2Cl)CC1)c1ccco1 | -11 | -9 | 7 | -3 | 2.3 | 0.0 | -7 | -8 | -1
COc1ccc(Cc2n[nH]c(=S)n2C)cc1Br | 8 | 0 | 11 | -7 | 1.5 | 2.1 | -6 | -5 | 7
CC1(C)C2CCC1(CS(=O)(=O)Nc1ccccc1)C(=O)C2 (configuration not stated) | 10 | 4 | 5 | -4 | 1.0 | -0.5 | -6 | -11 | 0
CC1CC(C)CN(C(=O)CCNC(=O)Cn2ccc3ccccc3c2=O)C1 (configuration not stated) | -3 | -14 | 14 | 1 | 1.4 | 0.5 | -5 | -8 | 0
COc1ccc(C(=O)Nc2ccc(NC(C)=O)cc2)cc1S(=O)(=O)N(C)Cc1ccccc1 | 19 | 1 | 0 | -7 | 0.4 | -1.5 | -5 | -8 | 12
O=c1c2ccccc2nnn1CCc1ccccc1 | -16 | -12 | 3 | . | . | . | -5 | . | 4
CCc1ccc(CN(C)C(C)C(=O)Nc2ccc(S(=O)(=O)N3CCCC3)cc2)cc1 (configuration not stated) | -2 | 89* | -26 | . | . | . | -8 | . | 2
O=C1c2oc3ccc(Cl)cc3c(=O)c2C(c2cccc(Br)c2)N1CCO (configuration not stated) | 11 | -12 | 1 | 5 | 7.0 | 0.4 | -6 | -15 | 18
COc1ccc(CCNC(=O)COc2ccccc2[N+](=O)[O-])cc1OC | -16 | -1 | -4 | -32 | -0.3 | 1.9 | -7 | -5 | 4
C[C@@H]1CN([C@@H](C)CO)S(=O)(=O)c2ccc(Br)cc2O[C@@H]1CN(C)C(=O)c1ccccn1 | -15 | -18 | 13 | . | . | . | -1 | . | 0
COc1cc(OC)cc(C(=O)NNC(=O)CN2C(=O)NC(C)(c3ccccc3)C2=O)c1 (configuration not stated) | -5 | -16 | 14 | 8 | 0.3 | 0.4 | 0 | -3 | 1
Cc1c(Cl)c([N+](=O)[O-])nn1CCCC(=O)N(Cc1ccccc1)Cc1ccccc1 | 22 | 5 | -4 | -16 | 0.4 | -0.1 | -9 | -12 | 0
COc1ncnc(OC)c1S(=O)(=O)NCc1ccccc1 | -6 | -9 | 3 | -1 | 0.7 | 0.2 | -2 | -13 | 9
O=C(c1ccc(N2CCCS2(=O)=O)cc1)N1CCN(c2ccccc2)CC1 | 2 | -6 | 6 | 0 | 0.7 | 5.0 | -4 | -7 | 1
COc1ccc(C2C(=O)c3ccccc3C2=O)cc1OC | -12 | 1 | 2 | -4 | 0.0 | 0.5 | -2 | 4 | 10
CC(=O)NC(CC(=O)OCC(=O)c1c(N)n(CC(C)C)c(=O)n(C)c1=O)c1ccccc1 (configuration not stated) | 1 | 3 | -2 | 7 | 0.4 | -0.7 | -2 | -11 | 0
COCCSc1nnc(NC(=O)Cc2cccs2)s1 | 16 | -8 | 11 | -4 | 0.8 | 0.9 | -8 | -5 | 1
Cc1ccc(Cn2c(=O)c3ccccc3n3nc(C)cc23)cc1 | -18 | 10 | -1 | -47 | -0.5 | -3.0 | -2 | -11 | 3
O=C(COC(=O)C1CC1)Nc1ncc(C(F)(F)F)cc1Cl | 21 | -7 | 7 | -4 | -0.6 | -1.0 | -2 | -18 | -1
CC(C)Cn1c(=O)c(-[n+]2ccccc2)c([O-])c2ccccc21 | 10 | 0 | 8 | -1 | 0.6 | 0.5 | -7 | -2 | 8
CCC(CC)C(=O)OCC(=O)NC12CC3CC(CC(C3)C1)C2 | -6 | -2 | 5 | -14 | -1.6 | -1.3 | -6 | 0 | 8

Overlap with the part before: 2 compounds, then new ones.
SMILES | TAAR1 antagonist | M1 antag | M1 PAM | CHO parental Ca | V1R ag counter | OXTR ag | CHRM1 agonist | OXTR potentiate | TAAR1 agonist
CC(C)Cn1c(=O)c(-[n+]2ccccc2)c([O-])c2ccccc21 | 10 | 0 | 8 | -1 | 0.6 | 0.5 | -7 | -2 | 8
CCC(CC)C(=O)OCC(=O)NC12CC3CC(CC(C3)C1)C2 | -6 | -2 | 5 | -14 | -1.6 | -1.3 | -6 | 0 | 8
CCN1C(=O)[C@@H]2[C@@H](c3ccc(SC4CCCCC4)cc3)N3CCCC[C@@]3(C(=O)OC)[C@@H]2C1=O | -2 | -11 | 3 | -13 | -0.3 | -0.6 | -3 | -12 | 3
O=C(O)CCCCCNc1ccc2nsnc2c1[N+](=O)[O-] | 4 | -9 | 8 | -1 | -0.5 | -0.3 | -4 | -3 | 0
O=C(NCc1ccccc1)c1ccc(NC(=O)c2ccccc2F)cc1 | 5 | -7 | 4 | 6 | 0.6 | 0.2 | -1 | -10 | 2
Nn1c(SCC(=O)Nc2c(Cl)cccc2Cl)nncc1=O | -10 | 4 | 6 | -11 | 0.1 | 1.4 | 0 | -1 | 5
O=C(CSc1ccc(Br)cc1)N1CCN(C(=O)c2ccco2)CC1 | 1 | 4 | -11 | -8 | 1.7 | 1.3 | -8 | -11 | 7
CC(C)Sc1nc2c(c(=O)n1-c1ccc(F)cc1)SCC2 | -17 | -9 | 2 | -10 | -1.6 | -2.4 | -6 | -6 | 13
CSc1ccccc1NC(=O)COc1ccc2c(c1)OCO2 | -4 | -1 | 12 | -8 | -0.1 | -0.6 | -4 | -7 | 4
O=C(Nc1ccc2c(c1)OCO2)c1ccccc1SCC(=O)N1CCCC1 | 5 | -6 | 4 | -26 | -1.4 | -1.0 | -4 | -20 | 3
COc1ccccc1CNC(=O)c1cnccn1 | 9 | 4 | 1 | -2 | -1.0 | -0.3 | -3 | -5 | 7
O=[N+]([O-])C1=CC=C2C(=NC3(CCCCC3)N2O)C1=NC1CCCCC1 | -36 | 0 | -3 | 2 | -0.7 | -1.8 | -3 | -6 | 1
O=C(CCN1C(=O)C2CCCCC2C1=O)Nc1nc(-c2ccccc2)cs1 (configuration not stated) | 22 | 10 | -8 | -22 | 3.8 | 0.2 | 0 | -6 | 11
CCCCc1ccc(-c2nc(N)n[nH]2)cc1 | 1 | -10 | 7 | 2 | -0.3 | -1.7 | -2 | -10 | 12
O=C(NCCc1nnc2ccc(NCCCN3CCOCC3)nn12)c1ccccc1F | -13 | -4 | -5 | 13 | -0.1 | 0.4 | -4 | -6 | 0
CCc1ccc(/C(C)=N\Nc2ccc([N+](=O)[O-])cc2)cc1 | 24 | 15 | -4 | 20 | 3.6 | 1.4 | -3 | -12 | 2
O=C(CSc1n[nH]c(=O)[nH]c1=O)c1ccc([N+](=O)[O-])cc1 | -25 | -5 | 2 | -6 | 0.0 | -0.4 | -1 | -1 | 2
O=C(/C=C/c1ccc(F)cc1)NC(=S)NNC(=O)[C@H]1C[C@@H]1c1ccccc1 | 82* | 18 | -16 | -6 | 26* | 7.9 | 49* | -7 | 132*
CC(C)(C)NC(=O)C(c1ccncc1)N(C(=O)c1csnn1)c1ccccc1 (configuration not stated) | -18 | -6 | 0 | -11 | 0.5 | -0.6 | 0 | 4 | 6
CCN(CC)c1ccc(CNc2nc3ccccc3n2C(C)C)cc1 | -42 | 19 | -6 | -15 | 2.7 | 2.3 | -4 | 3 | 4
CC(=O)c1ccc(OC(=O)N(c2ccccc2)c2ccccc2)cc1 | -5 | -4 | 0 | -25 | -0.8 | -1.2 | -2 | 2 | 15
NS(=O)(=O)c1ccc(CCNC(=O)CSCC(=O)Nc2ccc(Cl)cc2)cc1 | 16 | -10 | 8 | -9 | 0.1 | -0.2 | 1 | -6 | 18
COc1ccc(CCNC(=O)C2CCN(C(=O)c3ccc(OC)c(OC)c3)CC2)cc1 | 0 | -8 | 17 | -6 | 2.0 | -0.3 | 4 | -2 | -1
O=C(CCn1c(=S)[nH]c2ccccc2c1=O)NCCCN1CCOCC1 | 3 | -1 | 8 | -1 | 0.4 | 0.6 | -1 | -5 | 1
Cc1c(Cc2ccccc2)c(=O)oc2cc(OCc3ccc(C(=O)O)cc3)ccc12 | -4 | -3 | 10 | 3 | 0.9 | 0.7 | -3 | 1 | 1
CC(C)(C)N1C(=O)c2ccc(C(=O)Nc3cc(C(=O)O)cc(C(=O)O)c3)cc2C1=O | -11 | -2 | 1 | -4 | -0.2 | 0.2 | -4 | -4 | 0
CC(C)OCc1ccc(C(=O)N2CCN(CC(=O)N3CCCC3)CC2)cc1 | 0 | -20 | 16 | 0 | 0.7 | 2.3 | 0 | 9 | -1
COc1ccc(C(=O)Oc2ccc3c(c2)OCO3)cc1OC | -12 | 1 | 0 | -22 | 1.6 | -1.5 | -5 | -7 | 13
COc1ccc(N(C(=O)c2cccc(OC)c2OC)C2C=CS(=O)(=O)C2)cc1 (configuration not stated) | -10 | 6 | -6 | -13 | 0.1 | -0.3 | -4 | -4 | 8
CCN(C(=O)CN1C(=O)COc2ccc(S(=O)(=O)N3CCOCC3)cc21)c1ccc(OC)cc1 | -15 | 3 | 9 | -20 | 1.2 | 0.2 | 2 | -8 | 4
C1=C[C@@H]2CCN(Cc3ccccc3)Cc3cccc(c32)C1 | -7 | 1 | -3 | -28 | -1.2 | -0.9 | -9 | -3 | 5

No enrichment for hits (roughly 3.7% active in at least one column).
